Bioassay records: PubChem, National Center for Advancing Translational Sciences (NCATS)
DRD3 antagonist – blocks the human D3 dopamine receptor | P35462 | D3R cells, DiscoveRx beta-arrestin luminescence, antagonist mode; hits give low values | max response, negative = inhibition, % | 360,000 compounds, 2.5% hits | AID 652054; in the data active = max response below about -50%; inconclusive = no clear call, values can overlap the other calls; also: % is scaled to controls: 0 for no effect and ±100 for the full control effect; mostly tested at two doses, the higher about 12 µM
Target sequence (P35462 whole entry, looked up): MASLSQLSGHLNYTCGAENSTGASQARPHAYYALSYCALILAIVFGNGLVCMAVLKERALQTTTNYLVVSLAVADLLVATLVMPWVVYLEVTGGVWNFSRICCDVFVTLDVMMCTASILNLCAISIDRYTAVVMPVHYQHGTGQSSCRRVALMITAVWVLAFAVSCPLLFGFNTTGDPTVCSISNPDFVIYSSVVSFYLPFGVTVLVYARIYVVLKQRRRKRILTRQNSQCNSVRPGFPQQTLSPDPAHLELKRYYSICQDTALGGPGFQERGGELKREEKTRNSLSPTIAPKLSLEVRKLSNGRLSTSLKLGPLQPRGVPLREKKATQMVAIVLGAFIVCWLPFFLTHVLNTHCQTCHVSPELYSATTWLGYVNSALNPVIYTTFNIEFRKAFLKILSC
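Cells expressing the human receptor were seeded at 1500 cells/well, incubated overnight at 37 degrees C in 5% CO2, then exposed to library compounds with dopamine controls for 90 minutes at 37 degrees C before luminescent detection.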
GLP-1R agonist – GLP-1 receptor (human) agonism | HEK293 GLP-1R CRE-luciferase, luminescence, 4-6 h; cells express a hypersensitive GLP-1R form | Potency, µM (series often up to 45.6 µM), for the others: at the top dose activation, actives largely listed as activators | 380,000 compounds, 0.007% hits | AID 624172; also: potency is read from the fitted curve at half-maximal effect; % of control where 0% means no effect
Target sequence (P43220 whole entry, looked up): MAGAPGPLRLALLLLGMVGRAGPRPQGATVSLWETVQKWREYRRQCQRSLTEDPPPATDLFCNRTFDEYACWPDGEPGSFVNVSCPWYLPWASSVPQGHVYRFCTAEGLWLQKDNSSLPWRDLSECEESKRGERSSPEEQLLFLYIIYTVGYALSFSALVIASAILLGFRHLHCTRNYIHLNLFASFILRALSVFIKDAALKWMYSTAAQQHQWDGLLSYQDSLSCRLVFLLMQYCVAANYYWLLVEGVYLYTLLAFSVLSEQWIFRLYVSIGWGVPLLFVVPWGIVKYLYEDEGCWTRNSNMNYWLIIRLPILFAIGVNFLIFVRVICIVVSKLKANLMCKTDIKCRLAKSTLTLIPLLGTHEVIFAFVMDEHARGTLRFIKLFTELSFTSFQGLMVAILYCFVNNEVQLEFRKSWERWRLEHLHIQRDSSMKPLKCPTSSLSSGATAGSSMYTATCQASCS
aSyn rescue – rescues yeast growth from alpha-synuclein toxicity. Yeast expressing alpha-synuclein, growth rescue, BacTiter-Glo, 24 h. Potency, µM (titrated, usually from 46.1 µM), inactives show at the highest dose growth rescue (activation), usual class: activators. 370,000 compounds, 0.14% hits; also: potency is read from the fitted curve at half-maximal effect; % of control where 0% means no effect; nearly all actives have a fitted effect of over 65% in size
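Galactose-induced alpha-syn yeast (OD600=0.02, raffinose-pregrown) + pinned cpd, 24 hr, 30 deg C; growth by BacTiter-Glo luminescence. Growth restoration scores as activation.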
FUS yeast rescue – FUS proteinopathy suppression in yeast; S. cerevisiae FUS-expressing, growth rescue, OD600, 24 h; 390,000 compounds, 0.24% hits; AID 1347120; Potency, µM (top dose mostly 76.6 µM), inactives show at the top dose growth rescue (activation), hits mostly activators;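 also: potency is read from the fitted curve at half-maximal effect; plate controls were DMSO vehicle for no effect and reference control for full effect; nearly all actives have a fitted effect of over 55% in size; some results filed as inactive show a strong effect at the top dose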
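FUS-expressing yeast, raffinose-pregrown, induced in 2% galactose minimal medium at OD 0.005; compounds in a dilution series, 24hr at 30C. Growth restoration read as absorbance at 600 nm. CP55940 positive control, DMSO negative.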
PTHR1 ag – agonists of human PTHR1 parathyroid hormone receptor | HEK293 GP2 PTHR1 cells, GloSensor cAMP luminescence, 1 h | Potency, µM (series often up to 115 µM), for inactives: top-dose activation, hits mostly activators | 410,000 compounds, 0.075% hits | AID 743266; also: potency is read from the fitted curve at half-maximal effect; nearly all actives have a fitted effect of over 55% in size; some results filed as inactive show a strong effect at the top dose; inactives centre near -15; many of its hits are not listed in these tables
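HEK-293-derived GP2 cells expressing PTHR1 and a GloSensor cAMP reporter, 3,000/well, plated overnight, given luciferin plus IBMX (each 0.5 mM as added) for 1 h at 37 °C, then compound for 1 h at 37 °C. Luminescence was read after 15 min at room temperature.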
pAkt inh – inhibitors of Akt phosphorylation. 360,000 compounds, 0.32% hits. Neuro2A IGF-stimulated pAkt S473 HTRF, 20 min; hits give low values. activity change, % for hits at 50 µM; in the data active = activity change below about -80%; inconclusive = mostly about -51% to -80%; also: % is scaled to controls: 0 for no effect and ±100 for the full control effect
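Neuro2A cells in DMEM with 0.5% FBS, overnight at 37 deg C, given compound at single 50 µM final, then IGF (6 nM final) for 20 min at 37 deg C. Lysed; phospho-Akt Ser473 by HTRF after 24 h, 665/615 ratio.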
GLP1R inv ag – GLP-1 receptor (human) inverse agonism; P43220; HEK293 GLP-1R CRE-luciferase, luminescence, 24 h; GLP-1R form is constitutively active; Potency, µM (titrated, usually from 38.3 µM), without a hit: at the highest dose activity change, negative = inhibition, hits mostly inhibitors; 410,000 compounds, 1.6% hits; also: potency is read from the fitted curve at half-maximal effect; % is scaled to controls: 0 for no effect and ±100 for the full control effect; nearly all actives have a fitted effect of over 55% in size
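Assay principle: reduced luminescence from a cAMP-responsive reporter in HEK293 cells co-expressing a constitutively active GLP-1R. Conditions: 24 hr compound incubation, 37 deg C, 5% CO2.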
Abeta rescue – compounds reversing amyloid beta toxicity in yeast | yeast expressing A-beta42, growth rescue, OD600, 48 h; response scale: 0% DMSO, 100% iron-clioquinol control | Potency, µM (series often up to 46.1 µM), without a hit: top-dose growth rescue, hits mostly activators | 410,000 compounds, 0.063% hits | AID 1347071; also: potency is read from the fitted curve at half-maximal effect; nearly all actives have a fitted effect of over 55% in size
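Growth rescue measured by 600 nm absorbance after 48 h yeast culture at 30 C with compound. Values normalized between DMSO and an equimolar ferric chloride plus clioquinol control.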
TDP43 rescue – TDP-43 toxicity inhibition in yeast; TDP-43 expressing yeast growth rescue, BacTiter-Glo, 24 h; Potency, µM (highest dose often 46.1 µM), inactives show at the highest dose growth rescue (activation), actives largely listed as activators; 410,000 compounds, 1.8% hits; also: potency is read from the fitted curve at half-maximal effect; % of control where 0% means no effect; nearly all actives have a fitted effect of over 50% in size
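Galactose-induced TDP-43 yeast, OD600=0.02, compound pinned; 24 hr, 30 deg C; BacTiter-Glo luminescence for growth. Inhibitors of TDP-43 toxicity read as activators.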
Active calls of the source: *; i = inactive; ? = inconclusive; nt = not tested or not shown; [ ] = another dose, or the depositor's remark. Unless noted, calls follow the shape of the dose curve; as a rule, active = well fitted curve in the direction sought with a large enough effect; inconclusive = small, poorly fitted or top-dose-only effect, or another doubt; inactive = no such curve, though single readings can be large; an effect the other way counts as inactive or inconclusive.

SMILES	DRD3 antagonist	GLP-1R agonist	aSyn rescue	FUS yeast rescue	PTHR1 ag	pAkt inh	GLP1R inv ag	Abeta rescue	TDP43 rescue
O=C(c1ccc(NS(=O)(=O)c2ccc(F)cc2)cc1)N1CCC1	9	1%	-1%	2%	0%	i	4%	0%	-19%
N#Cc1ccccc1CSc1ncccc1C(=O)O	-1	2%	-1%	5%	i	i	-3%	10%	-16%
O=C(C1CCC1)N1CCN(c2ccccc2)CC1	-18	23%	17%	-21%	-3%	i	0%	-7%	0%
Cc1cc(C)c2c(=O)[nH]c(SCC(=O)NCCc3ccccc3)nc2n1	-11	2%	2%	-16%	-19%[57.5 µM]	i	3%	10%	-3%
CC/C(=C\C(=O)c1cccnc1)Nc1ccc(C)c(C)c1	-19	9%	-1%	17%	i	i	-5%	2%	-4%
COc1ccccc1CNC(=O)COC(=O)Cc1cccs1	-9	-19%	-5%	-3%	i	i	7%	10%	23%
CC[C@H](C)C(=O)N[C@H]1CCCN1C(=O)/C=C/c1ccccc1	22	1%	1%	-10%	i	i	8%	-3%	-6%
Cc1ccc(SCCN2CCC(O)CCC2=O)cc1 (configuration not stated)	?	4%	-12%	-25%	2%	i	21%	-8%	-5%
COc1ccc(C(=O)CSc2nnc(CNC(=O)c3ccccc3F)n2C)cc1OC	0	17%	-2%	2%	i	i	32%[activator]	-2%	0%
CC1CCc2c(C(=O)Nc3ccccn3)csc2C1 (configuration not stated)	0	17%	-42%[inhibitor]	3%	-35%[inhibitor]	i	?	-50%[inhibitor]	-69%[inhibitor]
CC(C)CCn1nnnc1CN1CCN(C(c2ccccc2)c2ccccc2)CC1	1	8%	14%	-10%	-13%	i	13µM*	-9%	4%
Cc1c(/C=N\NC(=O)C2COc3ccccc3O2)c2ccccc2n1C (configuration not stated)	-11	?	0%	nt	i	i	?	33%	27%
COc1cc(C#Cc2c(-c3cncn3C)n(C)c3ccc(-c4ccc(OC)nc4)cc23)cc(OC)c1	58	0%	-58%[inhibitor]	?	7%	i	29%	-76%[inhibitor]	-90%[inhibitor]
COC(=O)C(OC(=O)c1ccc(OC)cc1)C(=O)OC	12	1%	8%	-1%	i	i	0%	-11%	-7%
Cc1coc2c(C)c3oc(=O)c(CCC(=O)NCc4ccccn4)c(C)c3cc12	16	5%	0%	1%	-18%	i	-13%	-13%	9%
O=C(/C=C\c1cccs1)c1c(O)ccc2ccc(=O)oc12	-17	-8%	14%	5%	i	i	?	-15%	?
O=S(=O)(Cc1ccccc1)N1CCCc2ccccc21	0	-3%	5%	nt	i	i	-1%	5%	?
CCOc1ccc(NC(=O)c2cccc(-n3cnnn3)c2)cc1	15	-2%	-12%	18%	i	i	4%	13%	?
CC(Sc1ncn[nH]1)C(=O)NCc1ccccc1 (configuration not stated)	-21	-6%	-13%	0%	?	i	-7%	9%	-14%
CCN(CC)c1cc(C)c2cc(NC(=O)c3cccs3)ccc2n1	-5	6%	-3%	19%	-6%	i	0%[0.307 µM]	1%	20%
CC(C)COC(=O)N(C)C[C@H]1OCc2cnnn2CCCC(=O)N([C@@H](C)CO)C[C@H]1C	22	7%	?	-25%	-24%	i	8%	-4%	0%
CSc1nn(Cc2cccc(C)c2)c(N)c1S(=O)(=O)c1ccccc1	nt	nt	nt	14%	i	nt	?	2%	?
COc1ccccc1C(=O)NC(=O)COC(=O)Cc1n[nH]c(=O)c2ccccc12	5	1%	-3%	9%	50µM*	i	39%[activator]	-11%	0%
CC1CCN(C(=S)NC(=O)c2ccccc2)CC1	9	-7%	-2%	-5%	i	-111%*	?	-20%	-4%
COc1cccc(S(=O)(=O)N(C)C[C@H]2OCc3cn(nn3)CCCC(=O)N([C@@H](C)CO)C[C@@H]2C)c1	13	-2%	-4%	-8%	11%	i	13%	-9%	18%
CCOC(=O)C(NC(=O)c1ccccc1)(OCc1ccc(F)cc1)C(F)(F)F (configuration not stated)	3	6%	6%	1%	-2%	i	?	14%	1%
CN(C)N1C(=O)CC(C)(c2ccc([N+](=O)[O-])cc2)C1=O (configuration not stated)	-7	-5%	-10%	-13%	0%	i	7%	-18%	-7%
CCn1nc(C)c(CNC(=O)C2CCC(=O)N(Cc3ccc(Cl)cc3)C2)c1C (configuration not stated)	9	-3%	1%	13%	i	i	23%	6%	-3%
O=C(NC(Cc1ccccc1)C(=O)O)/C(=C/c1cccc(Br)c1)NC(=O)c1ccco1 (configuration not stated)	8	4%	9%	11%	i	i	34%[activator]	3%	6%
COc1ccc(/C(C)=N/NC(=O)c2ccccc2OCc2ccccc2)c(OC)c1	2	?	5%	?	-10%	i	-10%	7%	16%
COc1ccc2c(c1)c(C(=O)N/N=C/c1ccc(OC)c(OC)c1)c(C)n2C	-2	?	-3%	11%	i	i	66%[activator]	3%	-19%
O=C(CCc1nc2ccccc2c(=O)[nH]1)OCc1nnc(-c2ccccc2)o1	65	18%	-4%	-14%	i	i	1%	19%	17%
O=c1c2ccccc2[nH]c(=S)n1CCc1ccccc1	8	-8%	-2%	-14%	i	i	-4%	18%	24%
COc1ccccc1C(=O)NCCC(=O)N(C)CC(=O)Nc1ccccc1Br	25	4%	1%	-7%	i	i	0%	7%	17%
N#CC1=C(N)NC(=S)C(C(N)=O)C1c1ccc([N+](=O)[O-])cc1 (configuration not stated)	-25	-1%	-1%	4%	26%	i	-21%	-12%	-12%
COc1c2c(cc3oc(CO[C@@H]4O[C@H](CO)[C@@H](O)[C@H](O)[C@H]4O)cc(=O)c13)O[C@H](C(C)(C)O)C2	7	0%	-1%	-6%	-21%	i	13%	-15%	1%
Cc1c(NC(=O)/C(=C/c2cccs2)NC(=O)c2ccccc2)c(=O)n(-c2ccccc2)n1C	3	0%	6%	1%	-48%[inhibitor]	i	8%	-4%	-18%
COc1cc(/C=C2\SC(=Nc3ccccc3)N(Cc3ccco3)C2=O)ccc1OC(C)C(=O)O (configuration not stated)	?	?	0%	nt	-75%[inhibitor]	i	20%	-4%	11%
O=C(NCc1ccccc1)C1=C[C@H](C2CC2)C[C@H](OCc2ccc(CO)cc2)O1	?	-2%	26%	8%	-11%	i	?	-2%	-12%
COC(=O)c1c(NC(=O)COc2c(C)cccc2C)sc2c1CCCC2	nt	nt	nt	-20%	-23%	nt	4%	-4%	9%
COc1ccc(N2CCc3c(C)nc4c(OC)cccc4c32)cc1	-8	10%	-12%	-10%	i	i	?	2%	-18%
COc1ccc(C)cc1NC(=O)C(=O)NNC(=O)COc1ccc(Cl)cc1	-24	-2%	-13%	6%	-38%	i	-15%	-8%	-3%
COc1ccc2c(c1)c[n+](C)c1c3cc(OC)c(OC)cc3ccc21	-4	-12%	?	-1%	-4%	i	-22%	-27%	29%
CC(C)N=C1SC(CC(=O)Nc2ccccc2)C(=O)N1C(C)C (configuration not stated)	-13	10%	-6%	20%	i	i	?	?	18%
Cc1ccc(C(=O)NCC(c2ccco2)S(=O)(=O)c2ccccc2)cc1C (configuration not stated)	nt	nt	nt	8%	-18%	nt	-5%	1%	12%[9.22 µM]
N#CCC(=O)Nc1ccc(C(=O)OCC(=O)Nc2sc3c(c2C#N)CCCC3)cc1	11	3%	4%	?	-25%	i	12%	-9%	-2%
O=C(Nc1ccc(F)c(Cl)c1)C1CCCN(c2ncnc3onc(-c4ccc(F)cc4)c23)C1 (configuration not stated)	nt	nt	nt	-12%	-78%[inhibitor]	nt	?	6%	?
CCOC(=O)c1cnc2ccccc2c1Nc1ccc2c(c1)OCCO2	-16	10%	-1%	9%	-26%	i	?	13%	9%
CC(C)C1C(=O)N(Cc2cn(CCC3OCCCO3)nn2)CCS(=O)(=O)N1Cc1ccc(-c2cccc(N(C)C)c2)cc1 (configuration not stated)	4	3%	6%	23%	-12%	i	7%	2%	14%
COc1ccc(CN2CCc3nc(N4CCN(c5ccc(F)cc5)CC4)ncc3C2)c(OC)c1OC	nt	nt	nt	-18%	-73%	nt	6%	-5%	19%
CCOc1ccc2c(c1)c(=O)c(C(=O)c1ccc(C)cc1)cn2Cc1ccccc1OC	nt	nt	nt	6%	-21%	nt	0%	-19%	20%
Cc1ccc(NC(=O)CN2C(=O)C3CC=CCC3C2=O)cc1S(=O)(=O)N1CCOCC1 (configuration not stated)	42	-1%	-7%	5%	-10%	i	4%	1%	nt
Cc1ccc(-n2c(SCC(=O)NC3CCCCC3)nc3c(c2=O)SCC3)cc1	10	1%	9%	-10%	-9%	i	12%	3%	28%
CN1CCN(S(=O)(=O)c2ccc(NC(=O)c3cccc(S(=O)(=O)N4CCCC4)c3)cc2)CC1	-24	-9%	-1%	0%	-17%[57.5 µM]	i	-7%	13%	-11%
CC(C)CC(C(=O)NC(=O)NCc1ccccc1)N1C(=O)c2ccccc2C1=O (configuration not stated)	0	-15%	3%	18%	i	i	3%	19%	4%
COc1cccc(-n2c(SC3CCOC3=O)nc3ccccc3c2=O)c1 (configuration not stated)	12	9%	-2%	?	-1%[57.5 µM]	i	99%[activator]	-7%	-2%
Cc1cccc(NC(=O)c2ccc3c(=O)n4c(nc3c2)CCCCC4)n1	1	-10%	-7%	3%	-3%	i	?	-12%	3%

Pulled one by one from the list above, 2 records:
SMILES	DRD3 antagonist	GLP-1R agonist	aSyn rescue	FUS yeast rescue	PTHR1 ag	pAkt inh	GLP1R inv ag	Abeta rescue	TDP43 rescue
CN1CCN(S(=O)(=O)c2ccc(NC(=O)c3cccc(S(=O)(=O)N4CCCC4)c3)cc2)CC1	-24	-9%	-1%	0%	-17%[57.5 µM]	i	-7%	13%	-11%
Cc1ccc(-n2c(SCC(=O)NC3CCCCC3)nc3c(c2=O)SCC3)cc1	10	1%	9%	-10%	-9%	i	12%	3%	28%

Only part of the results is shown; count on the stated rates, not on these rows.
